NSD2 inh: blocks human NSD2 histone methyltransferase activity. NSD2-SET H3K36me1 DELFIA fluorescence, biochemical. O96028. inhibition, % at 12.5 µM. 44,000 tested, 0.07% active. AID 624260; in the data active = inhibition above about 54%, passing the limit was not always enough; inconclusive = no clear call, values can overlap the other calls;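 note: inhibitors reduce the monomethyl H3K36 fluorescence signal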
Target sequence (O96028 whole entry, looked up): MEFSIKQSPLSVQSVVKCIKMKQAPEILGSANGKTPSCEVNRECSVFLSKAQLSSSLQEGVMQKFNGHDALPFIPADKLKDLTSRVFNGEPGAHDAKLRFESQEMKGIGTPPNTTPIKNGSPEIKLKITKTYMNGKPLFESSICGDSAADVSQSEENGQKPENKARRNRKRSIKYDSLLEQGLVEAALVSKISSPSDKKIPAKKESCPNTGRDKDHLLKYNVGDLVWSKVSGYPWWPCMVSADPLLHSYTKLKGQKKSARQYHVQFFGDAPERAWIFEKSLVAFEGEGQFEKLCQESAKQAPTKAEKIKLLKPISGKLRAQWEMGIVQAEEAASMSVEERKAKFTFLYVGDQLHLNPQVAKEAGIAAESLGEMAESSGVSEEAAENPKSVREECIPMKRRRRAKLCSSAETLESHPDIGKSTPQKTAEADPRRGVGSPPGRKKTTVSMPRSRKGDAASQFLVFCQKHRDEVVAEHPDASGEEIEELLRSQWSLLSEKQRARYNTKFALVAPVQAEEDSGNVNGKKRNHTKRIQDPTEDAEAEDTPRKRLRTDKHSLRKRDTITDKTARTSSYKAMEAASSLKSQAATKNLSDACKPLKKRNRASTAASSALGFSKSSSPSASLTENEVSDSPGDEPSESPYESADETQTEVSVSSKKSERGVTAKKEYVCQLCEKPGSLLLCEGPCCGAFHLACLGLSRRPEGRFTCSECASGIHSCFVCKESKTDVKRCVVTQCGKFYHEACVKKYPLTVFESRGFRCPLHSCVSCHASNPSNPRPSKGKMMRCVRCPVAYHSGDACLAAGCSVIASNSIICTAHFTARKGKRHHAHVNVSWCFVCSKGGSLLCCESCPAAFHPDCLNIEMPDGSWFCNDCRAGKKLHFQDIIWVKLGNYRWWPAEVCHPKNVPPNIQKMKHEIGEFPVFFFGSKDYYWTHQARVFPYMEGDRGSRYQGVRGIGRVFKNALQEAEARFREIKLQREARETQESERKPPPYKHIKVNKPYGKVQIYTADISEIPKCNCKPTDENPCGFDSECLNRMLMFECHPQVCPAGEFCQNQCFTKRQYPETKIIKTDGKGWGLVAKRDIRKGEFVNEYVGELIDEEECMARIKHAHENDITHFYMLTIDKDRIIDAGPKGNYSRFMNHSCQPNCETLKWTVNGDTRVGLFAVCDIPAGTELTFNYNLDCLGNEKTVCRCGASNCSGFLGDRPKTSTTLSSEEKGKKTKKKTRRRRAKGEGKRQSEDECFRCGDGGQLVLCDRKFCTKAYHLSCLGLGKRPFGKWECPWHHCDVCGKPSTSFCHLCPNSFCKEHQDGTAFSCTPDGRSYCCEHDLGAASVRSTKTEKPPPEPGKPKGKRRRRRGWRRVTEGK
Active calls of the source: *; u = inconclusive. Some of the compounds tested, so the mix of outcomes need not match the whole.

No.	Compound	NSD2 inh
1	C[C@H]1CN([C@@H](C)CO)C(=O)c2cccc(NC(=O)Nc3ccccc3)c2O[C@@H]1CN(C)Cc1ccc(C(=O)Nc2ccccc2N)cc1	-3.2
2	Cc1ccc(-c2ccc3c(c2)O[C@@H](CN(C)C(=O)Nc2ccccc2)[C@@H](C)CN([C@H](C)CO)S3(=O)=O)cc1	-0.1
3	COc1ccc(S(=O)(=O)N(C)C[C@@H]2Oc3ccc(N(C)C)cc3C(=O)N([C@@H](C)CO)C[C@H]2C)cc1	0.0
4	CC(C)C#Cc1ccc2c(c1)O[C@@H](CN(C)C(=O)Nc1ccccc1)[C@H](C)CN([C@H](C)CO)S2(=O)=O	-7.5
5	C[C@H]1CN([C@@H](C)CO)C(=O)c2cc(NC(=O)Nc3cccc4ccccc34)ccc2O[C@@H]1CN(C)Cc1ccncc1	1.2
6	COc1ccccc1NC(=O)N(C)C[C@@H]1Oc2ncc(C#CC(C)C)cc2C(=O)N([C@H](C)CO)C[C@H]1C	0.5
7	C[C@@H]1CN([C@H](C)CO)C(=O)c2cccc(NC(=O)Nc3ccc(F)cc3)c2O[C@@H]1CN(C)C(=O)Nc1ccc(C(F)(F)F)cc1	1.4
8	C[C@H](CO)N1C[C@H](C)[C@@H](CN(C)S(C)(=O)=O)Oc2c(cccc2N(C)C)C1=O	5.6
9	O=C(C[C@@H]1C[C@H]2c3cc(NC(=O)Nc4ccccc4F)ccc3O[C@H]2[C@H](CO)O1)NCc1cc(F)ccc1F	2.7
10	CC(C)CC#Cc1cnc2c(c1)C(=O)N([C@H](C)CO)C[C@@H](C)[C@@H](CN(C)S(C)(=O)=O)O2	-2.1
11	C[C@@H]1CN([C@H](C)CO)S(=O)(=O)c2ccc(-c3cccc(C#N)c3)cc2O[C@@H]1CN(C)C(=O)Nc1ccccc1F	1.6
12	COC(=O)C[C@H]1C(C)(C)C2(O)OC34CC2C(=O)[C@]1(C)C3CC[C@]1(C)C4=CC(=O)O[C@H]1c1ccoc1 (stereo partly drawn)	0.5
13	Cc1noc(C)c1NC(=O)Nc1ccc2c(c1)C(=O)N([C@H](C)CO)C[C@H](C)[C@H](CN(C)C(=O)C1CCCCC1)OCCCC[C@@H](C)O2	-0.9
14	C[C@@H]1CN([C@H](C)CO)C(=O)c2cc(NC(=O)NC3CCCCC3)ccc2O[C@H]1CN(C)S(=O)(=O)c1ccccc1	3.7
15	C[C@@H]1CCCCO[C@@H](CN(C)C(=O)Cc2ccccc2)[C@H](C)CN([C@@H](C)CO)C(=O)c2cc(NC(=O)CCC(F)(F)F)ccc2O1	-0.6
16	Cc1noc(C)c1NC(=O)N(C)C[C@H]1Oc2c(NC(=O)Nc3ccc(F)cc3)cccc2C(=O)N([C@@H](C)CO)C[C@H]1C	4.4
17	C[C@@H]1CCCCO[C@@H](CN(C)S(=O)(=O)c2ccc(Cl)cc2)[C@H](C)CN([C@@H](C)CO)C(=O)c2cc(NC(=O)CCCN(C)C)ccc2O1	0.8
18	C[C@H]1CN([C@@H](C)CO)C(=O)c2cc(N(C)C)ccc2O[C@H]1CN(C)C(=O)Nc1ccc(C(F)(F)F)cc1	-2.1
19	C[C@H]1CN([C@@H](C)CO)C(=O)c2cc(NC(=O)CCC(F)(F)F)ccc2O[C@@H]1CN(C)C(=O)Nc1ccc(F)cc1	5.7
20	COCC(=O)N(C)C[C@H]1Oc2cc(-c3ccc(OC)cc3)ccc2S(=O)(=O)N([C@@H](C)CO)C[C@H]1C	1.9
21	C[C@@H]1CN([C@H](C)CO)C(=O)c2cc(NS(=O)(=O)c3cccs3)ccc2O[C@@H]1CN(C)S(=O)(=O)c1cn(C)cn1	2.0
22	COc1ccc(NC(=O)Nc2ccc3c(c2)C(=O)N([C@@H](C)CO)C[C@H](C)[C@@H](CN(C)S(=O)(=O)c2ccccc2)O3)cc1	-3.5
23	C[C@H]1CN([C@@H](C)CO)C(=O)c2cc(NC(=O)C3CC3)ccc2O[C@@H]1CN(C)Cc1ccc(C(=O)O)cc1	5.4
24	C[C@@H]1CN([C@@H](C)CO)S(=O)(=O)c2ccc(-c3ccc(C(=O)N(C)C)cc3)cc2O[C@H]1CN(C)C(=O)Cc1ccccn1	0.9

Results in sequence from the entries so far.
NSD2 inh, entries 8 to 14: 5.6, 2.7, -2.1, 1.6, 0.5, -0.9, 3.7

Other records.
No.	Compound	NSD2 inh
25	C[C@@H]1CCCCO[C@@H](CN(C)Cc2ccncc2)[C@@H](C)CN([C@H](C)CO)C(=O)c2cc(NS(=O)(=O)c3ccc(F)cc3)ccc2O1	12.4
26	CC(C)CC#Cc1ccc2c(c1)O[C@@H](CN(C)S(=O)(=O)c1ccc(F)cc1)[C@@H](C)CN([C@@H](C)CO)S2(=O)=O	-1.1
27	C[C@H]1CN([C@@H](C)CO)S(=O)(=O)c2ccc(C#CCC3CCCC3)cc2O[C@H]1CN(C)C	5.3
28	O=C(C1=C[C@H](c2ccc3c(c2)OCO3)C[C@H](OCCCCO)O1)N1CCN(Cc2ccccc2)CC1	-7.0
29	C[C@H](CO)N1C[C@H](C)[C@@H](CN(C)C(=O)CC2CC2)Oc2cc(C#CC(C)(C)O)ccc2S1(=O)=O	5.7
30	C[C@@H]1CN([C@H](C)CO)C(=O)c2cc(C#CC3(O)CCCC3)cnc2O[C@H]1CN(C)Cc1cncnc1	-1.5
31	O=C(C[C@@H]1C=C[C@H](NC(=O)Nc2cc(F)ccc2F)[C@H](CO)O1)NCCCN1CCOCC1	-1.3
32	CNC[C@H]1Oc2c(NC(=O)NC3CCCCC3)cccc2C(=O)N([C@H](C)CO)C[C@H]1C	4.5
33	C[C@H](CO)N1C[C@H](C)[C@H](CN(C)Cc2ccccn2)Oc2ncc(-c3ccccc3)cc2C1=O	16.6
34	Cc1ccc(S(=O)(=O)N(C)C[C@@H]2Oc3ccc(NS(=O)(=O)c4ccccc4)cc3C(=O)N([C@H](C)CO)C[C@@H]2C)cc1	6.4
35	C[C@@H]1CN([C@@H](C)CO)C(=O)Cc2cc(NC(=O)Cc3cn(C)c4ccccc34)ccc2O[C@@H]1CN(C)S(=O)(=O)c1cn(C)cn1	5.2
36	C[C@@H]1CN([C@H](C)CO)C(=O)c2cc(NC(=O)CCCCCC(=O)Nc3ccccc3N)ccc2O[C@@H]1CN(C)Cc1ccc(Oc2ccccc2)cc1	-8.9
37	C[C@H]1CN([C@@H](C)CO)C(=O)Cc2cc(NS(=O)(=O)c3ccc(Cl)cc3)ccc2O[C@@H]1CN(C)Cc1ccc(C(=O)Nc2ccccc2N)cc1	-2.0
38	Cc1noc(C)c1NC(=O)Nc1ccc2c(c1)CC(=O)N([C@H](C)CO)C[C@H](C)[C@@H](CN(C)S(=O)(=O)c1ccc(Cl)cc1)O2	-1.7
39	C[C@H]1CN([C@@H](C)CO)C(=O)c2cccc(NC(=O)Nc3ccc4c(c3)OCO4)c2O[C@@H]1CN(C)Cc1ccc(Cl)c(Cl)c1	-6.0
40	C[C@H](CO)N1C[C@H](C)[C@H](CN(C)C(=O)Nc2ccc3c(c2)OCO3)Oc2c(NC(=O)c3ccc(-c4nccs4)cc3)cccc2C1=O	-2.8
41	COC(=O)CCCCCCC(=O)N/N=C/c1ccc(O)c(F)c1	-1.0
42	O=C(CC1CC1)Nc1ccc2c(c1)[C@H]1C[C@H](CC(=O)N3CCc4ccccc4C3)O[C@H](CO)[C@H]1O2	6.4
43	Cc1ccc(S(=O)(=O)N[C@H]2C=C[C@@H](CC(=O)O)O[C@H]2CO)cc1	1.0
44	C[C@@H]1CN([C@@H](C)CO)C(=O)c2cc(NS(=O)(=O)c3ccccc3)ccc2O[C@@H]1CN(C)C(=O)Nc1cccc2ccccc12	1.2
45	C[C@H](CO)N1C[C@H](C)[C@H](CN(C)C(=O)Nc2ccc(F)cc2)Oc2ccc(NC(=O)CCN3CCOCC3)cc2C1=O	-1.5
46	COc1cc(C2OCC3C(c4cc(OC)c5c(c4)OCO5)OCC23)cc(OC)c1OC (stereo not drawn)	-1.6
47	C[C@@H]1CCCCO[C@@H](CN(C)Cc2ccncc2)[C@H](C)CN([C@@H](C)CO)C(=O)c2cc(NS(=O)(=O)c3ccccc3)ccc2O1	-5.6
48	Cc1cc(C(=O)Nc2cccc3c2O[C@@H](CN(C)C(=O)Nc2ccccc2)[C@H](C)CN([C@H](C)CO)C3=O)n(C)n1	34.7

3 compounds out of the list above, sorted by the value under NSD2 inh, largest number first.
item	canonical_smiles	NSD2 inh
43	Cc1ccc(S(=O)(=O)N[C@H]2C=C[C@@H](CC(=O)O)O[C@H]2CO)cc1	1.0
30	C[C@@H]1CN([C@H](C)CO)C(=O)c2cc(C#CC3(O)CCCC3)cnc2O[C@H]1CN(C)Cc1cncnc1	-1.5
47	C[C@@H]1CCCCO[C@@H](CN(C)Cc2ccncc2)[C@H](C)CN([C@@H](C)CO)C(=O)c2cc(NS(=O)(=O)c3ccccc3)ccc2O1	-5.6

Continuation.
No.	Compound	NSD2 inh
49	C=CCN1Cc2ccccc2[C@H]2OC(c3ccc(OCCCO)cc3)=N[C@@]2(CCS(=O)(=O)c2ccccc2)C1=O	3.7
50	C#CCNC(=O)C1=C[C@H](C2CCCCC2)[C@@H](CCCO)[C@H](OCC)O1	0.3
51	C[C@H](CO)N1C[C@H](C)[C@H](CN(C)C(=O)Nc2ccc(N3CCCCC3)cc2)OCc2cnnn2CCCC1=O	8.1
52	C[C@@H]1CN([C@@H](C)CO)S(=O)(=O)c2ccc(-c3ccccc3)cc2O[C@H]1CN(C)C(=O)c1ccccc1F	3.3
53	CNC[C@@H]1Oc2cc(-c3ccc(OC)cc3)ccc2S(=O)(=O)N([C@@H](C)CO)C[C@H]1C	1.7
54	C[C@@H]1CN([C@@H](C)CO)C(=O)c2cc(N(C)C)ccc2O[C@@H](C)CCCCO[C@@H]1CN(C)Cc1ccncc1	-0.2
55	CC(C)NC(=O)N(C)C[C@H]1Oc2ccc(NC(=O)Cc3ccccc3)cc2CC(=O)N([C@H](C)CO)C[C@@H]1C	0.7
56	O=C(C[C@@H]1C[C@@H]2c3cc(NC(=O)Nc4ccccc4)ccc3O[C@@H]2[C@@H](CO)O1)NCc1cccc(F)c1	6.1
57	C[C@H]1CN([C@@H](C)CO)C(=O)c2ccccc2-c2ccccc2CO[C@@H]1CN(C)C(=O)Oc1ccccc1	u
58	C[C@H](CO)N1C[C@H](C)[C@@H](CN(C)S(=O)(=O)c2cccc(F)c2)OCc2cnnn2CCCC1=O	-1.3
59	COc1ccc(NC(=O)Nc2ccc3c(c2)C(=O)N([C@H](C)CO)C[C@@H](C)[C@H](CN(C)S(=O)(=O)c2cn(C)cn2)O3)cc1	2.7
60	C[C@H](CO)N1C[C@H](C)[C@H](CN(C)Cc2ccc3c(c2)OCO3)OCCCC[C@H](C)Oc2ccc(NC(=O)c3ccncc3)cc2C1=O	6.8
61	CC(=O)N(C)C[C@H]1Oc2ncc(-c3ccc(C)cc3)cc2C(=O)N([C@H](C)CO)C[C@H]1C	-0.2
62	C[C@@H]1CN([C@@H](C)CO)S(=O)(=O)c2ccc(C#CC3CC3)cc2O[C@@H]1CN(C)C	1.7
63	CC(C)NC(=O)Nc1ccc2c(c1)C(=O)N([C@@H](C)CO)C[C@H](C)[C@@H](CN(C)Cc1ccncc1)O2	-0.7
64	C[C@H](CO)N1C[C@H](C)[C@@H](CN(C)Cc2ccc(C(F)(F)F)cc2)OCCCC[C@H](C)Oc2ccc(NC(=O)Cc3ccccc3)cc2C1=O	0.6
65	C[C@@H]1CN([C@@H](C)CO)C(=O)c2cccc(NC(=O)c3ccc(-c4nccs4)cc3)c2O[C@H]1CN(C)C(=O)Nc1cccc2ccccc12	1.1
66	COc1ccc(-c2cnc3c(c2)C(=O)N([C@@H](C)CO)C[C@H](C)[C@H](CN(C)Cc2ccc(C(=O)O)cc2)O3)cc1	3.3
67	C[C@H]1CN([C@@H](C)CO)C(=O)c2cc(C#CC3CCCCC3)cnc2O[C@@H]1CN(C)C(=O)c1ccncc1	7.8
68	COc1ccc(NC(=O)Nc2ccc3c(c2)C(=O)N([C@@H](C)CO)C[C@H](C)[C@H](CN(C)S(=O)(=O)c2ccc(F)cc2)O3)cc1	0.2
69	Cc1noc(C)c1S(=O)(=O)Nc1cccc2c1O[C@@H](CN(C)C(=O)Nc1ccc3c(c1)OCO3)[C@@H](C)CN([C@H](C)CO)C2=O	9.5
70	CC(C)NC(=O)N(C)C[C@H]1Oc2c(NC(=O)c3cnccn3)cccc2C(=O)N([C@@H](C)CO)C[C@@H]1C	-1.4
71	COc1ccc(S(=O)(=O)Nc2ccc3c(c2)C(=O)N([C@@H](C)CO)C[C@H](C)[C@H](CN(C)C(=O)Nc2ccc4c(c2)OCO4)O3)cc1	-3.1
72	Cc1ccc(S(=O)(=O)Nc2cccc3c2O[C@H](CN(C)Cc2ccncc2)[C@@H](C)CN([C@@H](C)CO)C3=O)cc1	4.9
73	C[C@@H]1CN([C@H](C)CO)C(=O)c2cccc(NC(=O)C3CCOCC3)c2O[C@@H]1CN(C)Cc1ccncc1	-2.5
74	C[C@H]1CN([C@@H](C)CO)C(=O)c2cc(NC(=O)Nc3ccc(C(F)(F)F)cc3)ccc2O[C@H]1CN(C)S(=O)(=O)c1cccs1	10.9
75	C[C@@H]1CN([C@@H](C)CO)C(=O)c2cc(NC(=O)Nc3ccc4c(c3)OCO4)ccc2O[C@@H](C)CCCCO[C@@H]1CN(C)S(=O)(=O)c1cccs1	-1.3
76	Cc1ccc(S(=O)(=O)N(C)C[C@@H]2Oc3ccc(NS(C)(=O)=O)cc3C(=O)N([C@H](C)CO)C[C@H]2C)cc1	-2.5
77	Cc1noc(C)c1S(=O)(=O)Nc1ccc2c(c1)C(=O)N([C@H](C)CO)C[C@H](C)[C@H](CN(C)C(=O)NC(C)C)OCCCC[C@@H](C)O2	-0.4
78	Cc1noc(C)c1S(=O)(=O)Nc1ccc2c(c1)C(=O)N([C@@H](C)CO)C[C@@H](C)[C@H](CN(C)C(=O)Nc1ccc(C(F)(F)F)cc1)O2	1.7

Two entries drawn at random from those above:
No.	Compound	NSD2 inh
73	C[C@@H]1CN([C@H](C)CO)C(=O)c2cccc(NC(=O)C3CCOCC3)c2O[C@@H]1CN(C)Cc1ccncc1	-2.5
75	C[C@@H]1CN([C@@H](C)CO)C(=O)c2cc(NC(=O)Nc3ccc4c(c3)OCO4)ccc2O[C@@H](C)CCCCO[C@@H]1CN(C)S(=O)(=O)c1cccs1	-1.3

Screening data: PubChem BioAssay, Broad Institute
